# Menin MLL FP TR = inhibitors of human menin-MLL interaction, mutant MLL peptide; AID 1768; hit rate 0.23% among 270,000; Menin + Texas Red MLL mutant peptide, fluorescence polarization; Potency, µM (highest dose often 61.6 µM), without a hit: top-dose FP activity change, negative = inhibition, most hits filed as inhibitors; active means well fitted inhibition curve with a large enough effect in the polarisation, with a control signal flat, not every such curve was filed as active; inconclusive means small, poorly fitted or top-dose-only effect, or effect the other way, or a change in a side signal; inactive means no such curve, though single readings can be large or run the other way; the % refers to the polarisation; further: potency means the concentration at half of the fitted maximal effect; % of control where 0% means no effect; many of its hits are not listed in these tables
# GALK inhibitor = blocks human galactokinase activity | P51570 | Purified GALK, Kinase-Glo residual ATP luminescence | Potency, µM (series often up to 57.5 µM), for the others: at the highest dose activity change, negative = inhibition, hits mostly inhibitors | hit rate 0.007% among 270,000 | AID 1868; further: potency means the concentration at half of the fitted maximal effect; on the % scale 0 is the no-effect control and ±100 the full control effect
#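 The enzyme phosphorylates galactose (100 uM) using ATP (35 uM); inhibition is detected as higher residual ATP, quantified by bioluminescence after 1 h reaction at room temperature, pH 8.0.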
# TSHR antagonist = human thyrotropin receptor antagonism; TSHR-expressing cells, TSH-stimulated cAMP HTRF, 2 h; hits give low values; hit rate 0.2% among 330,000; AID 504810; P16473; activity change, negative = inhibition, % at 11.5 µM;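 active means activity change below a set negative limit, meaning inhibition stronger than a set level, cut at about -70% in these data; inconclusive means activity change between two set negative limits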; further: on the % scale 0 is the no-effect control and ±100 the full control effect
# Target sequence (P16473 whole entry, looked up): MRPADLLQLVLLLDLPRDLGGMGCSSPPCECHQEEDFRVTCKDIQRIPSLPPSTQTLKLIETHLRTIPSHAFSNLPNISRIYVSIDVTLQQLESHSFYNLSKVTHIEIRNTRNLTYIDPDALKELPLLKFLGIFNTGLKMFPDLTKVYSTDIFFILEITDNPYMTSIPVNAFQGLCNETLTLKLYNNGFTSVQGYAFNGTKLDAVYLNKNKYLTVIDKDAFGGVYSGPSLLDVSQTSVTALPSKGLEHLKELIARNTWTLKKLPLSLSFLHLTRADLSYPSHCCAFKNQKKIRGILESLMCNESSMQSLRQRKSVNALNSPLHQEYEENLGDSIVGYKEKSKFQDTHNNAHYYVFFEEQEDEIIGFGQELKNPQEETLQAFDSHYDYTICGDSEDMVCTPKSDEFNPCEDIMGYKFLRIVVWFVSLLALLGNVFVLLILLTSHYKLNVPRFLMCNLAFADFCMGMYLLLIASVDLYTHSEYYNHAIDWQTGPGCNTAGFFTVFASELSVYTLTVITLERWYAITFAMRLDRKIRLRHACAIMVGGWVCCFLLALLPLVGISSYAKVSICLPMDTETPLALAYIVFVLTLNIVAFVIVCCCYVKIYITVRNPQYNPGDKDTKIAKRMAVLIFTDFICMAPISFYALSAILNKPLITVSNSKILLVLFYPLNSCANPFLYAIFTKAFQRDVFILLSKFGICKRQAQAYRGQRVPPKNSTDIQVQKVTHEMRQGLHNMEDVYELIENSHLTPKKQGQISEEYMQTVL
#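 TSHR-expressing cells, 200/well, pre-treated with compound, then stimulated with EC80 TSH (4nM final) for 2 hours at 37 deg C. cAMP measured by competitive HTRF: anti-cAMP cryptate antibody in lysis buffer plus cAMP-d2, read after 30 minutes at room temperature.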
# BCR signal inh = chronic active BCR signaling inhibition; ABC-DLBCL IkBa-CBG/CBR reporter, luminescence ratio, 4 h; Potency, µM (highest dose often 46.1 µM), without a hit: at the highest dose ratio change, negative = lower green/red ratio, actives largely listed as inhibitors; hit rate 0.05% among 340,000; active means well fitted inhibition curve with a large enough effect in the signal ratio, with a control signal flat, not every such curve was filed as active; inconclusive means small, poorly fitted or top-dose-only effect, or effect the other way, or a change in a side signal; the % refers to the signal ratio;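 further: potency means the concentration at half of the fitted maximal effect; plate controls were basal doxycycline-induced cells for no effect and cells given 10 µM MG132 for full effect; MG132 reads +100%, hits lower the ratio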
#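 Concentration-response series (up to 46 uM) were applied to TMD8 dual-reporter cells for 4 h at 37C with doxycycline. Green/red ratio, after filter-overlap correction, defined %Activity; red signal alone was normalised to basal cells and zero luminescence.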
# MBNL1-CUG inh = blocks human MBNL1 binding to CUG repeat RNA. TR-FRET MBNL1-His/biotin-(CUG)12 binding, 665/545 ratio. Q9NR56. hit rate 0.036% among 280,000. Potency, µM (titrated, usually from 57.5 µM), inactives show top-dose activity change, negative = inhibition, actives largely listed as inhibitors; active means well fitted inhibition curve with a large enough effect in the signal ratio, with a control signal flat, not every such curve was filed as active; inconclusive means small, poorly fitted or top-dose-only effect, or effect the other way, or a change in a side signal; inactive means no such curve, though single readings can be large or run the other way; the % refers to the signal ratio; further: potency means the concentration at half of the fitted maximal effect; on the % scale 0 is the no-effect control and ±100 the full control effect
#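 TR-FRET between His-tagged MBNL1 and biotin-(CUG)12 RNA, detected with Tb anti-His antibody (0.055 ng/ul) and streptavidin-XL665 (5 nM), 60 min at room temperature. Compounds titrated 92 nM to 58 uM; 665/545 nm ratio normalized to buffer and complex controls.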
# USP2a block = blocks human ubiquitin-specific protease USP2a. Potency, µM (highest dose often 38.3 µM), for inactives: top-dose activity change, negative = inhibition, hits mostly inhibitors. O75604. AID 463254. USP2 core, Ub-CHOP2 coupled fluorogenic reporter, 485/531. hit rate 0.01% among 330,000;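 further: potency means the concentration at half of the fitted maximal effect; plate controls were DMSO wells for no effect and full inhibition by NEM control for full effect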
#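 USP2 core (10nM final) preincubated 30min RT with compound in 20mM Tris-HCl pH 8.0, 2mM CaCl2, 2mM beta-mercaptoethanol, 0.05% CHAPS; 25nM Ub-CHOP2 plus 25nM reporter substrate added, fluorescence (Ex485/Em531) read after 60min.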
# PKM2 act = increases activity of human pyruvate kinase M2 | P14618 | purified PKM2, Kinase-Glo ATP luminescence, activation; response scale: 0% is enzyme alone, no compound | Potency, µM (series often up to 57.5 µM), for inactives: top-dose activation, usual class: activators | hit rate 0.34% among 260,000; further: potency means the concentration at half of the fitted maximal effect; on the % scale 0 is the no-effect control and ±100 the full control effect; nearly all actives have a fitted effect of over 55% in size
#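 Purified hPK-M2 (>95% pure) converted ADP (0.1 mM final) to ATP with 0.5 mM PEP in 50 mM imidazole pH7.2, KCl, MgCl2, Tween 20, BSA; 1 h at room temperature. ATP detected by Kinase-Glo luminescence.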
# Mito fusion yeast = blocks mitochondrial division or promotes mitochondrial fusion; Potency, µM (titrated, usually from 46.1 µM), without a hit: top-dose growth rescue (activation), most hits filed as activators; S. cerevisiae fusion-defective mutant growth rescue, CellTiterGlo 48 h; AID 485298; hit rate 0.23% among 320,000;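 further: potency means the concentration at half of the fitted maximal effect; % of control where 0% means no effect; nearly all actives have a fitted effect of over 45% in size; temperature-sensitive fusion mutants such as fzo1-1 at 37 °C on non-fermentable ethanol glycerol medium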
#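 Luminescent cell viability in 1536-well qHTS format served as the measure of rescued growth in ts fusion-mutant S. cerevisiae cultured on non-fermentable YPEG for 48 hours at 37C.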
# ASM inhibitor = inhibitors of human secretory acid sphingomyelinase | P17405 | placental ASM, HMU-PC fluorogenic substrate, 60 min | Potency, µM (titrated, usually from 57.5 µM), for the others: at the highest dose activity change, negative = inhibition, actives largely listed as inhibitors | hit rate 0.006% among 340,000; further: potency means the concentration at half of the fitted maximal effect
#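 Fluorogenic HMU-PC substrate (9 uM final) is turned over by placental ASM in 60 min at 37 C after a 10 min compound preincubation. Reaction ended by alkaline stop (pH 10), with fluorescence read at 386/447 nm.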
# hERG WT inh = KCNH2 (human, wildtype) channel inhibition. Q12809. U2OS, BacMam KCNH2, thallium flux FluxOr; hits give low values. activity change, % at 1.84 µM. hit rate 0.37% among 340,000;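 active means maximum activity change below -70%; inconclusive means maximum activity change between -70% and -50%; inactive means maximum activity change above -50%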; further: on the % scale 0 is the no-effect control and ±100 the full control effect
#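 U2OS cells were transduced with wild-type KCNH2 virus (2.03 x 10^8 / mL) for 4 h at room temperature, then cultured overnight at 37 C. Thallium flux was read with FluxOr dye. Rate constants were normalized to DMSO controls.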
# Eya2 phos inh = inhibitors of human Eya2 phosphatase activity; O00167; recombinant Eya2, OMFP fluorescence dephosphorylation (OMFP is methylfluorescein phosphate); Potency, µM (highest dose often 76.9 µM), inactives show at the top dose activity, negative = inhibition, usual class: inhibitors; hit rate 0.006% among 330,000; further: potency means the concentration at half of the fitted maximal effect; on the % scale 0 is the no-effect control and ±100 the full control effect
#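 Eya2 protein (added as 0.2 uM solution) was preincubated with compound for 10 min at ambient temperature in 50 mM HEPES pH 7.5, 50 mM NaCl, 5 uM MgCl2, 0.05% BSA, 1 mM DTT. OMFP (added at 50 uM) then reacted 10 min; fluorescence read at 485/525 nm.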
# * = called active by the depositor; ? = inconclusive; . = no result given; [ ] = dose if it differs, or a comment. Unless noted, the call rests on the fitted dose curve; in most records, active means well fitted curve in the direction sought with a large enough effect; inconclusive means small, poorly fitted or top-dose-only effect, or another doubt; inactive means no such curve, though single readings can be large; an effect the other way counts as inactive or inconclusive.
SMILES	TSHR antagonist	BCR signal inh	MBNL1-CUG inh	GALK inhibitor	Eya2 phos inh	PKM2 act	hERG WT inh	Mito fusion yeast	Menin MLL FP TR	USP2a block	ASM inhibitor
CCN(CC)c1ccc(NC(=O)CCCOc2cccc(C)c2)cc1	-18	-6%	-2%	-1%	-22%	13%	0	4%	-2%	5%	-2%
Cc1cc(NC(=O)Cn2cc([N+](=O)[O-])cn2)n(Cc2ccc(F)cc2)n1	17	0%	0%	2%	-7%	1%	10	10%	1%	0%	2%
Cc1nn(C(C)c2nc(-c3ccccc3)no2)c(C)c1[N+](=O)[O-] (stereo unspecified)	-2	-1%	0%	3%	-17%	-3%	-7	6%	25%	1%	-6%
COc1ccc(/C=C/C(=O)OCC(=O)Nc2ncc(Cl)cc2Cl)cc1	16	-3%	.	.	4%	.	-10	.	.	-2%	11%
O=C(CCNS(=O)(=O)c1cccc2nonc12)NCCc1ccc(Cl)cc1	-4	?	?	0%	-2%	2%	-4	6%	15%	5%	0%
CC(Oc1ccccc1F)c1nnc(SCC(=O)N(c2ccccc2)C2CCS(=O)(=O)C2)o1 (stereo unspecified)	.	-1%	.	.	0%	.	7	.	.	3%	0%
O=C(CSc1ncccc1C(=O)O)NC1CCCCC1	11	0%	-2%	-2%	8%	.	10	0%	0%	-2%	7%
O=C(CCN1CCN(Cc2ccccc2)CC1)NNC(=O)Nc1cccc(C(F)(F)F)c1	11	?	6%	-3%	-1%	0%	3	1%	3%	1%	-1%
CN(C)S(=O)(=O)c1ccc(C(=O)Nc2ccccc2C(=O)O)cc1	-5	-1%	0%	-3%	3%	8%	-7	-2%	1%	-2%	5%
CCN(c1ccc(NC(=O)COC(=O)C(C)N=C2NS(=O)(=O)c3ccccc32)cc1)C(C)C (stereo unspecified)	-6	3%	.	.	27%	.	10	3%	.	-3%	0%
Cc1nc(Nc2ccc(S(N)(=O)=O)cc2)oc1C	-7	2%	-2%	-6%	4%	0%	4	3%	-4%	0%	0%
O=C(OCc1ccc(F)cc1)c1cc(=O)c2ccccc2o1	-9	?	?	-1%	-12%	-3%	-1	-2%	-6%	1%	0%
O=C(Nc1cc(Sc2ccccn2)cc([N+](=O)[O-])c1)c1cccc(Cl)c1	-50	?	11%	-3%	-3%	-3%	5	16µM*	?	1%	-15%
N#CC1=C(N)Oc2cc(O)c(C=Nc3ccccc3)cc2C1c1ccccc1 (stereo unspecified)	11	?	-1%	-2%	34%	21%	3	1%	25%	1%	17%
CCCCNC(=O)c1onc(CSc2ccccc2CC)c1C(=O)O	?	-3%	-5%	4%	18%	-8%	0	-6%	16%	1%	15%
O=C(NNC(=S)NC1CC2C=CC1C2)c1cccnc1 (stereo unspecified)	-4	?	-4%	-1%	8%	0%	-2	-3%	.	0%	2%
CCCS(=O)(=O)N1CCCC(C(=O)Nc2ccc3c(c2)CCC3)C1 (stereo unspecified)	8	0%	-8%	5%	-3%	0%	-10	0%	.	1%	0%
CCc1ccc(/C=C2/SC(N3CCOCC3)=NC2=O)cc1	-4	-11%	13%	2%	-8%	-1%	6	-5%	.	1%	-5%
CCn1c(CSc2nnc(-c3ccc4c(c3)OCO4)o2)nc2cc(S(=O)(=O)N(C)C)ccc21	-8	-7%	1%	-1%	-8%	1%	-9	6%	-28%	-2%	16%
CCCNc1nc2c(c(=O)[nH]c(=O)n2C)n1Cc1cccc(Br)c1	0	0%	6%	3%	-27%	-1%	-9	0%	-1%	0%	-1%
CC(Oc1cccc(Cl)c1)C(=O)NNC(=O)c1cccnc1 (stereo unspecified)	14	0%	.	.	5%	.	-2	.	.	0%	-1%
COc1ccccc1N1CCN(C(=O)Nc2cccc(Cl)c2)CC1	6	-28%	0%	0%	24%	-4%	-11	6%	3%	0%	-4%
Cc1ccc(-n2cc(C(=O)c3ccc4ccccc4c3O)cn2)cc1	1	14%	6%	2%	-7%	-2%	3	-4%	-4%	2%	5%
O=C1c2ccccc2-c2c1cccc2C(=O)N1CCOCC1	6	?	?	-2%	9%	4%	0	0%	19%	5%	-2%

# Five structures out of the list, arranged by SMILES length, rising.
SMILES	TSHR antagonist	BCR signal inh	MBNL1-CUG inh	GALK inhibitor	Eya2 phos inh	PKM2 act	hERG WT inh	Mito fusion yeast	Menin MLL FP TR	USP2a block	ASM inhibitor
O=C(NNC(=S)NC1CC2C=CC1C2)c1cccnc1 (stereo unspecified)	-4	?	-4%	-1%	8%	0%	-2	-3%	.	0%	2%
CC(Oc1cccc(Cl)c1)C(=O)NNC(=O)c1cccnc1 (stereo unspecified)	14	0%	.	.	5%	.	-2	.	.	0%	-1%
CN(C)S(=O)(=O)c1ccc(C(=O)Nc2ccccc2C(=O)O)cc1	-5	-1%	0%	-3%	3%	8%	-7	-2%	1%	-2%	5%
Cc1nn(C(C)c2nc(-c3ccccc3)no2)c(C)c1[N+](=O)[O-] (stereo unspecified)	-2	-1%	0%	3%	-17%	-3%	-7	6%	25%	1%	-6%
CC(Oc1ccccc1F)c1nnc(SCC(=O)N(c2ccccc2)C2CCS(=O)(=O)C2)o1 (stereo unspecified)	.	-1%	.	.	0%	.	7	.	.	3%	0%

# Further results
SMILES	TSHR antagonist	BCR signal inh	MBNL1-CUG inh	GALK inhibitor	Eya2 phos inh	PKM2 act	hERG WT inh	Mito fusion yeast	Menin MLL FP TR	USP2a block	ASM inhibitor
NC(=O)Nc1ccc2c(c1)OCCO2	0	0%	-12%	0%	-11%	-1%	-2	-1%	-3%	4%	3%
O=C(Nc1ccccc1)OCC(CN1CCCCC1)OC(=O)Nc1ccccc1 (stereo unspecified)	-5	-2%	.	.	-20%	.	54	2%	0%	-1%	4%
COC(=O)c1ccccc1NC(=O)CN(CCc1ccccc1)S(C)(=O)=O	.	.	-12%	2%	.	2%	11	-1%	6%	.	0%
FC(F)(F)c1cc(Cl)c2nnc(-c3cccnc3)n2c1	-6	-1%	2%	-1%	14%	2%	-7	8%	0%	0%	3%
COc1cccc(Nc2nc(-c3sc(NC(=O)c4ccccc4)nc3C)cs2)c1	-3	?	196%[activator]	-1%	-11%	-5%	6	-10%	?	-1%	2%
O=C(c1ccc2c(c1)N(Cc1ccccc1F)C(=O)c1ccccc1S2(=O)=O)N1CCCC1	58	-1%	-9%	-8%	6%	.	-10	-4%	.	4%	-2%
COc1ccc(C(=O)NC(=S)Nc2ccc3c(c2)Cc2ccccc2-3)cc1	-1	?	-8%	1%	19%	-2%	3	-1%	-4%	4%	-1%
COc1cc(=O)[nH]c(SCc2c(F)c(F)c(F)c(F)c2F)n1	-4	?	-2%	0%	1%	2%	29	14%	8%	-2%	-3%
COc1ccc(NC(=S)N(CCCN2CCOCC2)Cc2cn(C)c3ccccc23)cc1OC	-5	-1%	0%	-2%	-7%	-1%	7	-5%	13%	0%	2%
COc1ccccc1CNC(=O)c1ccccc1NS(C)(=O)=O	-5	-10%	-1%	-2%	10%	-7%	8	1%	10%	6%	-1%
O=C(Nc1ccc(Cl)c(Cl)c1)N1CCSC1c1ccco1 (stereo unspecified)	-8	?	5%	-3%	-19%	5%	-3	18%	?	-6%	-8%
Cc1nc2cc(NCc3nc4ccccc4n3Cc3ccccc3)ccc2n1C	27	?	3%	2%	-15%	-52%	18	0%	-5%	-9%	-3%
CC1CCCC(C)N1C(=O)COC(=O)CNC(=O)c1ccc(Cl)cc1Cl (stereo unspecified)	-6	17%	.	.	32%	.	2	-5%	.	3%	2%

# Source: PubChem

# Some of the compounds tested; the hit share may differ from the screen's.
